Assay outcomes: PubChem, National Center for Advancing Translational Sciences (NCATS)
HP1b chromo inh – HTS for Inhibitors of HP1-beta Chromodomain Interactions with Methylated Histone Tails; hit rate 0.56% among 390,000; AlphaScreen HP1-beta / biotin-H3K9me3 peptide binding; Chromobox protein homolog 1 (Homo sapiens), P83916; Potency, µM (top dose mostly 114 µM), inactives show at the highest dose activity change, negative = inhibition, hits mostly inhibitors; note: potency is the fitted concentration of half-maximal effect; nearly all actives have a fitted effect of over 70% in size; inactives centre near 23
Target sequence (P83916 whole entry, looked up): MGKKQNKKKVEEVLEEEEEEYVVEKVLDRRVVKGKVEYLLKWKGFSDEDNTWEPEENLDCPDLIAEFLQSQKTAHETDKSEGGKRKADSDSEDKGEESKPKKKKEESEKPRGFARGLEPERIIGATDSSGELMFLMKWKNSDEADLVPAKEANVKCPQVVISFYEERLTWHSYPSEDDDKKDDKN
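HP1-beta protein (50 nM final) preincubated 30 min at room temperature with biotinylated H3(1-18)K9me3 peptide (50 nM) in PBS pH 7.4, 0.01% Tween-20, then compound added for 30 min. AlphaScreen streptavidin donor/nickel chelate acceptor beads (10 ug/mL final), 30 min dark, luminescence read.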
G9a block – qHTS Assay for Inhibitors of Histone Lysine Methyltransferase G9a; G9a H3K9 monomethylation, AlphaScreen, 2 h; Potency, µM (top dose mostly 102 µM), inactives show at the top dose activity, negative = inhibition, most hits filed as inhibitors; hit rate 8.8% among 350,000; AID 504332, 2011; note: potency is the fitted concentration of half-maximal effect; % is set by controls: 0 for no effect and ±100 for the full control effect; nearly all actives have a fitted effect of over 75% in size
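Using a bead-based AlphaScreen, monomethylated H3K9 product from 2 h room-temperature reactions (G9a 20 nM, peptide 500 nM, SAM 20 uM) was detected with 0.5 ug/mL rabbit anti-H3K9me1 antibody.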
BAZ2B inh – qHTS Assay for Inhibitors of BAZ2B; Bromodomain adjacent to zinc finger domain protein 2B (Homo sapiens), Q9UIF8; AlphaScreen BAZ2B-H3K14Ac peptide displacement; Potency, µM (highest dose often 114 µM), for inactives: at the top dose activity change, negative = inhibition, usual class: inhibitors; hit rate 4.4% among 360,000; AID 504333, 2011; note: potency is the fitted concentration of half-maximal effect; % is set by controls: 0 for no effect and ±100 for the full control effect; nearly all actives have a fitted effect of over 60% in size
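AlphaScreen luminescence quantifies BAZ2B engagement of H3K14Ac peptide; the protein and biotinylated peptide are both at 50 nM final, buffer PBS pH 7.4 with 0.01% Tween-20, all steps at room temperature.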
ALOX12 inh – Primary qHTS assay for inhibitors of human arachidonate 12S-lipoxygenase (ALOX12): Round 2; Polyunsaturated fatty acid lipoxygenase ALOX12 (Homo sapiens), P18054; purified 12hLO, xylenol orange hydroperoxide absorbance; Potency, µM (doses to about 108 µM), for the others: at the top dose activity change, negative = inhibition, usual class: inhibitors; hit rate 1.1% among 580,000; AID 1671190, 2021; note: potency is the fitted concentration of half-maximal effect; % is set by controls: 0 for no effect and ±100 for the full control effect
Target sequence (P18054 whole entry, looked up): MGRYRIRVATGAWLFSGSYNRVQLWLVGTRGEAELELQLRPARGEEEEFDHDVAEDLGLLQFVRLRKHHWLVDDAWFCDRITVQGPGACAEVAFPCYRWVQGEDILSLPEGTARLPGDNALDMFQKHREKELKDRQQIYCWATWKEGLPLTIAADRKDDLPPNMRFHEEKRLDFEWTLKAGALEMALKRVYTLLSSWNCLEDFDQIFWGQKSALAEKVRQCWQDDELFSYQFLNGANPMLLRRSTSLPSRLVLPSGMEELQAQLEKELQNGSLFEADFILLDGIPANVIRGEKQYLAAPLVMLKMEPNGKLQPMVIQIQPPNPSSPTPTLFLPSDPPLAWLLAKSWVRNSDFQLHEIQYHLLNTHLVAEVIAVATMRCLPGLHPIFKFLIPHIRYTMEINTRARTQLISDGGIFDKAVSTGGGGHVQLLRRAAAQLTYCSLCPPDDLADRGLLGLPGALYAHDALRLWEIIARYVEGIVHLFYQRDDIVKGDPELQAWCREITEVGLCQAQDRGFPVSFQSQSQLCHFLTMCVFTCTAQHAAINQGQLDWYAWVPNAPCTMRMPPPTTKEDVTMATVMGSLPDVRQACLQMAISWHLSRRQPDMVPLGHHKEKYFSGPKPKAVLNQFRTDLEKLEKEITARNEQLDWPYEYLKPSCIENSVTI
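Purified human 12hLO at 150 nM in 25 mM Hepes, 0.01% Triton X-100, pH 7.0, preincubated 15 min at room temperature with compound. Reaction started with 40 uM arachidonic acid, 30 min at room temperature. Hydroperoxide measured by Fe-xylenol orange, 573/405 nm absorbance ratio.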
ERG-DNA inh – qHTS for Small Molecule Inhibitors of the ERG Ets/DNA interaction | Potency, µM (doses to about 76.9 µM), without a hit: top-dose FP activity, negative = inhibition, hits mostly inhibitors | hit rate 0.028% among 370,000 | fluorescence polarization, His-ERG Ets domain / labelled DNA | AID 624246, 2012 | Transcriptional regulator ERG (Homo sapiens), P11308; active = well fitted inhibition curve with a large enough effect in the polarisation, with a control signal flat; inconclusive = small, poorly fitted or top-dose-only effect, or effect the other way, or a change in a side signal; inactive = no such curve, though single readings can be large or run the other way; the % refers to the polarisation;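 note: polarization taken with two DNA probes labelled with fluorescein and Texas red; potency is the fitted concentration of half-maximal effect; % of control where 0% means no effect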
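His-tagged ERG Ets domain (1 uM in the protein solution; 300mM KCl, 50mM Tris-HCl, 1mM EDTA, 1mM DTT, pH 7.5) received compound, then a probe mix of 5 nM fluorescein-DNA and 100nM Texas-615-DNA. Fluorescence polarization was read for both dyes.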
JMJD2A Tudor inh – qHTS Assay for Inhibitors of JMJD2A-Tudor Domain | Lysine-specific demethylase 4A (Homo sapiens), O75164 | AlphaScreen JMJD2A-Tudor / H3K4me3 peptide binding | Potency, µM (series often up to 114 µM), for the others: at the highest dose activity change, negative = inhibition, hits mostly inhibitors | hit rate 4.4% among 390,000 | AID 504339, 2011; note: potency is the fitted concentration of half-maximal effect; % is set by controls: 0 for no effect and ±100 for the full control effect; nearly all actives have a fitted effect of over 50% in size
PI4K2A block – qHTS for small molecular inhibitors of PI4K2A | Phosphatidylinositol 4-kinase type 2-alpha (Homo sapiens), Q9BTU6 | purified PI4K2A, ADP-Glo luminescence, 1 h; hits give low values | activity change, negative = inhibition, % at 76.9 µM | hit rate 0.13% among 420,000; in the data active = activity change below about -50%; inconclusive = mostly about -30% to -49%;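 note: -100% = wells without enzyme as full effect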
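ADP-Glo luminescence measured ADP generated by PI4K2A enzyme (4 ug/mL before mixing) with 1.2 mM PI substrate (pre-mix) and 300 microM ATP (pre-mix). Tris pH7.5 buffer with MgCl2, Triton X-100; 1 h reaction at ambient temperature.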
RGS4 inhibitor – Inhibitors of Regulator of G Protein Signaling (RGS) 4: qHTS. Transcreener GDP fluorescence polarization, RGS4-accelerated GTP hydrolysis. Potency, µM (doses to about 114 µM), for the others: top-dose activity change, negative = inhibition, hits mostly inhibitors. hit rate 0.039% among 390,000. AID 504845, 2011; note: potency is the fitted concentration of half-maximal effect; % is set by controls: 0 for no effect and ±100 for the full control effect; nearly all actives have a fitted effect of over 75% in size; some results filed as inactive show a strong effect at the top dose
Target sequence (P49798 whole entry, looked up): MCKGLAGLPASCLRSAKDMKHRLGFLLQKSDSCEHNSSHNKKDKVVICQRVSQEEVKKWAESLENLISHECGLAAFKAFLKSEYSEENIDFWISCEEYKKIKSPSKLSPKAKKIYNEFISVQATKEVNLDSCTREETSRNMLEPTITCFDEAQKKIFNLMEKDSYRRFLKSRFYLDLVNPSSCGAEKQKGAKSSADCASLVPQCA
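MLSMR compounds (23 nl, pin-transferred) preincubated 10 min at room temperature with a 500nM (2x) first reagent, then RGS4 at 900nM (2x) plus Transcreener GDP mix added; fluorescence polarization (620/688 nm) read before and after 90 min at 30 °C.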
GLS inhibitor – qHTS for Inhibitors of Glutaminase (GLS) | GLS enzymatic activity, qHTS titration | Potency, µM (doses to about 45.5 µM), inactives show top-dose activity change, negative = inhibition, most hits filed as inhibitors | hit rate 0.21% among 410,000; note: potency is the fitted concentration of half-maximal effect; % is set by controls: 0 for no effect and ±100 for the full control effect
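Glutamate formation by hKGA was monitored fluorometrically using coupled glutamate oxidase, HRP and Amplex Red. Substrate was added as 1 mM L-glutamine solution; incubation was 30 min at RT after an initial read.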
The depositor's hits bear a star; i = inactive; u = inconclusive; x = not tested or not shown; & = joins results of further samples; [ ] = remark or other dose. Unless noted, calls come from the whole dose curve; as a rule, active = well fitted curve in the direction sought with a large enough effect; inconclusive = small, poorly fitted or top-dose-only effect, or another doubt; inactive = no such curve, though single readings can be large; an effect the other way counts as inactive or inconclusive.

molecule	HP1b chromo inh	G9a block	BAZ2B inh	ALOX12 inh	ERG-DNA inh	JMJD2A Tudor inh	PI4K2A block	RGS4 inhibitor	GLS inhibitor
O=C(COc1ccc(F)cc1)N/N=C/c1cccc2cccnc12	35.9%	x	x	i	11.3%	89.1µM*	5.4	-28.6%	-13.2%
CNS(=O)(=O)c1cccc(C(=O)OCC(=O)/C=C2/N(C)c3ccccc3C2(C)C)c1	7.2%	-43.4%[59 µM]	-12.3%	-14.0%	-19.6%	u	-5.2	-23.5%	-4.6%
CCn1nc(C(=O)Nc2nc(-c3ccccn3)cs2)c2ccccc2c1=O	14.6%	-8.2%[12.7 µM]	-0.2%	i	-0.8%	-28.4%	0.2	-31.4%	0.1%
COC(=O)c1cc2oc3ccccc3c2n1Cc1ccc(C)cc1	31.5%[activator]	9.4%[59 µM]	40.0%[activator]	-17.1%	-4.3%	3.3%	-3.7	26.7%	3.2%
CNC(C)C(=O)NC(C(=O)N1CCCC1C(=O)NC1CCCc2ccccc21)C(C)C (stereo not drawn)	31.5%	12.4%[2.33 µM]	-22.5%	0.5%	-2.4%	-7.0%	0.0	-1.3%	-0.2%
Cn1nnnc1Sc1ncnc2scc(-c3ccsc3)c12	34.3%	x	x	-2.7%	x	-8.2%&-3.5%	0.4	-2.5%	0.1%
CCN(C(=O)c1ccc2c(=O)n3c(nc2c1)CCCCC3)c1cc(OC)ccc1OC	41.6%[activator]	14.2%	-13.7%	-2.4%	-3.3%	-4.1%	7.7	-17.8%[56.9 µM]	-1.4%
CCNC(=S)N1CCN(S(=O)(=O)c2ccc(Cl)s2)CC1	30.0%	x	x	u	1.7%	-14.4%	0.9	8.5%	1.0%
COc1ccc2ncc(OC(C)=O)cc2c1	14.3%	-12.0%[59 µM]	-3.8%	-5.4%	4.2%	-3.7%	4.0	27.2%	19.7%
CC(C)(C)C1CCC(C(=O)OCC(=O)c2ccc[nH]2)CC1 (stereo not drawn)	26.6%	16.5%[59 µM]	-5.5%	-34.8%	0.5%	-12.6%	3.4	19.8%	0.1%
Cn1c(CSc2nc3ccccc3s2)nnc1SCC(=O)NCc1cccnc1	31.1%	x	x	0.0%	17.5%	-26.4%	-1.0	-3.0%	-4.3%
CN(CC1COCCO1)C(=O)c1cc(COc2c(F)cccc2F)on1 (stereo not drawn)	10.8%	43.1%	-16.4%	-7.1%	1.8%	-11.0%	-3.3	11.9%	6.7%
Cc1ccc(-c2nnn(CC(=O)N3CCN(c4ccccc4)CC3)n2)o1	13.4%	-6.3%[12.7 µM]	1.9%	-26.8%	x	-14.7%	-4.6	2.1%	0.0%
Cc1ccc(NC(=S)NC2CCCCC2)cc1S(=O)(=O)N(C)C	-15.1%	39.8µM*	-10.7%	u	1.3%	-21.9%	2.5	-36.0%	0.4%
Cc1ccc(C(=O)c2cn(Cc3ccc(Cl)cc3)c3nc(C)ccc3c2=O)cc1	59.8%[activator]	4.2%[12.7 µM]	1.8%	1.7%	-10.0%	u	1.2	-18.1%	-5.6%
O=C(Nc1ccc(Cl)c(Cl)c1)C1CCN(C(=O)c2ccco2)CC1	10.3%	-16.0%[0.501 µM]	0.5%	u	-1.1%	-4.1%	1.6	-8.6%	-11.6%
COc1ccc(-n2ncc(C(=O)NCc3ccccc3)c2C2CCN(C(=O)OC(C)(C)C)CC2)cc1	4.6%	-24.5%[59 µM]	-1.2%[57.1 µM]	-19.9%	-6.9%	-29.4%	0.9	14.8%	1.3%
COc1ccc(N(CC(=O)NC2CCCC2)C(=O)CCC(=O)Nc2cc(C)on2)cc1OC	52.6%[activator]	13.7%	-3.4%	-6.0%	-1.9%	-10.2%	1.4	-22.7%	-7.9%
CCC(=O)N1CCN(c2ccccc2NC(=O)COc2cccc(C)c2)CC1	-0.4%	-4.1%[59 µM]	-5.4%	u	-5.5%	-17.6%	2.2	12.6%	-0.5%
Cc1nc2ccc(NC(=O)c3oc4ccc(F)cc4c3C)cc2s1	34.1%	-3.1%[12.7 µM]	-11.9%	x	5.1%	-10.5%	2.3	22.3%	11.7%
O=C(CCCOc1ccccc1)NC(=S)Nc1ccccc1	-7.7%	u	-17.5%	u	10.6%	-1.0%	4.7	-26.5%	-10.9%
CC(C)(C)OC(=O)NCCCCCc1nnc(SCC(N)=O)o1	25.8%	-1.9%	8.7%	0.0%	2.7%	-5.9%	2.6	-14.1%	4.0%
CCN(C(=O)COC(=O)c1ccc(OC)c(S(=O)(=O)N(C)Cc2ccccc2)c1)C1CCS(=O)(=O)C1 (stereo not drawn)	20.6%	u	7.5%	-2.4%	-3.8%	-10.8%	2.8	9.1%	3.2%
CCOC(=O)C(Cc1ccc(NC(C)=O)cc1)N1C(=O)c2ccccc2C1=O (stereo not drawn)	21.3%	-12.3%[2.33 µM]	8.6%	287.4%[activator]	-7.8%	-1.3%	1.3	4.3%	0.1%
CCCCNC(=O)Cn1c(=O)cc(C)c2c(C)nn(-c3ccc(CC)cc3)c21	31.8%	6.9%[59 µM]	-2.5%	-1.9%	1.4%	-11.3%	-0.1	-9.1%	-8.0%
CCN1/C(=C2/SC(=S)N(NC(C)=O)C2=O)Sc2ccc(OC)cc21	15.7%	0.7%[0.501 µM]	7.1%	-7.7%	16.0%	-24.9%	1.4	-0.2%	10.6%
COc1cc(-c2onc3ccc(Br)cc23)cc(OC)c1OC	19.7%	15.5%[0.501 µM]	12.6%	-6.8%	-5.4%	-3.1%	1.8	-11.1%	-8.8%
O=C(NCCCO)C(=O)NCCc1ccc(Cl)cc1	36.8%	8.0%[59 µM]	-25.2%	2.6%	-1.5%	1.3%	1.4	5.0%	6.0%
CC(C)(C)NC(=O)CN1CCCN(C(=O)c2cccc(S(=O)(=O)N3CCc4ccccc43)c2)CC1	39.8%[activator]	29.1%[12.7 µM]	6.1%	u	-8.0%	-5.4%	4.9	-20.2%	-9.5%
Cc1c(NC(=O)C2CCCCN2S(=O)(=O)c2ccc(Cl)cc2)c(=O)n(-c2ccccc2)n1C (stereo not drawn)	48.8%[activator]	8.7%[59 µM]	-4.1%	-1.2%	-11.8%	-4.8%	-4.9	-10.0%	-2.4%
COc1ccc(CNC(=O)COC(=O)c2ccc(F)c(S(=O)(=O)N3CCOCC3)c2)cc1	14.3%	x	x	-1.2%	x	-2.1%	1.3	6.0%	-4.5%
CC1C=CCC2C(=O)N(c3cccc(C(=O)Nc4ccc(F)cc4)c3)C(=O)C12 (stereo not drawn)	21.9%	-2.3%	-15.1%	-5.5%	4.3%	-11.1%	0.7	-18.4%	-1.6%
COc1cccc2cc(-c3cn4cccc(C)c4n3)c(=O)oc12	4.6%	x	x	70.3%[activator]	1.2%	-9.8%	-0.1	24.2%	5.5%
Cc1ccc(NC(=O)COC(=O)CCn2c(C)csc2=O)cc1S(=O)(=O)N1CCOCC1	12.0%	u	-12.1%	3.4%	-12.7%	-11.0%	4.9	8.0%	-5.1%
NC1=NC[C@H](Cc2ccccc2)N1CCc1cccc(F)c1	50.2%[activator]	8.8%[12.7 µM]	4.6%	u	-15.0%	-23.2%	2.6	8.0%	2.3%
Cc1cccc(NC(=O)Cn2c(=O)oc3ccccc32)c1	69.1%[activator]	35.2%[12.7 µM]	-5.2%	-20.2%	8.6%	-1.5%[11.4 µM]	0.8	-8.0%[11.4 µM]	2.0%
CN1CCN(S(=O)(=O)c2ccc(Oc3ccc(F)c(Cl)c3)nc2)CC1	18.2%	-24.8%	u	-11.8%	6.9%	-21.5%	-2.3	-27.0%	1.0%
O=C(CN(C(=O)CCC(=O)Nc1nccs1)c1ccccc1F)NCc1ccccc1	27.5%	-9.9%	6.7%	-6.8%	-2.5%	-7.4%	3.2	-5.1%	-3.5%
Cc1cc(=O)n2[nH]c(NCc3ccc(F)cc3)nc2n1	22.6%	-41.1%[59 µM]	-21.1%	u	6.3%	-22.9%	-2.9	16.6%	-3.3%
O=C(NCc1cccc(Cl)c1)NC(=O)c1csc([N+](=O)[O-])c1	50.4%[activator]	24.5%	-1.2%	14.8%	0.5%	-16.6%	-3.1	7.6%	1.8%
O=S(=O)(Nc1nc2ccccc2nc1Cl)c1ccccc1C(F)(F)F	14.7%	70.8µM*	-8.0%	u	-4.8%	-12.3%	-1.0	-19.8%	18.3%
COc1cccc(-c2cc(C(F)(F)F)n3ncc(S(=O)(=O)c4ccccc4)c3n2)c1	22.5%	-8.5%[12.7 µM]	-0.7%	7.2%	-7.0%	-17.9%	3.1	2.5%	-5.8%

The list is partial. The share of hits here may be higher or lower than overall.
